RAD52 anneal inh = RAD52 DNA annealing inhibitors, primary screen, biochemical, FRET, single point, set 2; recombinant RAD52 DNA annealing, FRET fluorescence; DNA repair protein RAD52 homolog (Homo sapiens), P43351; hit rate 0.46% among 360,000; inhibition, % at 18.7 µM;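 active = every replicate showing at least 50% inhibition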
ERp5 block = inhibitors of ERp5-driven insulin aggregation, primary screen, biochemical, turbidity, absorbance 650 nm, single point. Protein disulfide-isomerase A6 (Homo sapiens), Q15084. 90 min. hit rate 0.05% among 350,000. inhibition, % at 9.99 µM. AID 651711, 2012;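 active = mean replicate inhibition above about 25%, with every replicate also reaching it, limit read from the data, passing the limit was not always enough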
Casp6 inh = human caspase-6 inhibitors, primary screen, biochemical, VEID-R110 fluorescence, single point, set 2 | P55212 | purified caspase-6, Z-VEID-R110 cleavage fluorescence | inhibition, % at 12.5 µM | hit rate 0.53% among 350,000 | AID 686996, 2013;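 active = mean inhibition across replicates at least about 35%, with every replicate also reaching that limit, limit read from the data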;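 also: 0% = median of neutral control wells and 100% = no fluorescence left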
Target sequence (P55212 24-179 limits assumed): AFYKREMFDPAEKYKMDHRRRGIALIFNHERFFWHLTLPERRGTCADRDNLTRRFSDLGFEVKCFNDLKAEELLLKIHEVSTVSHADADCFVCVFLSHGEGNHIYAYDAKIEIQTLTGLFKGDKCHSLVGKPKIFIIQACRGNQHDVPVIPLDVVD
Target sequence (P55212 194-293 limits assumed): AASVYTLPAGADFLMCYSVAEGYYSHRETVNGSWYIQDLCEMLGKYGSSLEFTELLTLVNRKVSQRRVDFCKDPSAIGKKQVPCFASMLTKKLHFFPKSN
RAD54 inh = inhibitors of human RAD54 branch migration, primary screen, biochemical, fluorescence, single point; hit rate 0.14% among 360,000; inhibition, % at 10.4 µM; RAD54 Holliday junction branch migration, FAM/BHQ fluorescence; DNA repair and recombination protein RAD54-like (Homo sapiens), Q92698;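 active = mean normalized replicate activity at least 40 and at least half of replicates scoring 40 or more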;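 also: 0% = median of neutral control wells and 100% = median of positive control wells; inhibitors cause a drop in the FAM fluorescence signal; in these data hits start at about 50%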
Target sequence (Q92698 whole entry, looked up): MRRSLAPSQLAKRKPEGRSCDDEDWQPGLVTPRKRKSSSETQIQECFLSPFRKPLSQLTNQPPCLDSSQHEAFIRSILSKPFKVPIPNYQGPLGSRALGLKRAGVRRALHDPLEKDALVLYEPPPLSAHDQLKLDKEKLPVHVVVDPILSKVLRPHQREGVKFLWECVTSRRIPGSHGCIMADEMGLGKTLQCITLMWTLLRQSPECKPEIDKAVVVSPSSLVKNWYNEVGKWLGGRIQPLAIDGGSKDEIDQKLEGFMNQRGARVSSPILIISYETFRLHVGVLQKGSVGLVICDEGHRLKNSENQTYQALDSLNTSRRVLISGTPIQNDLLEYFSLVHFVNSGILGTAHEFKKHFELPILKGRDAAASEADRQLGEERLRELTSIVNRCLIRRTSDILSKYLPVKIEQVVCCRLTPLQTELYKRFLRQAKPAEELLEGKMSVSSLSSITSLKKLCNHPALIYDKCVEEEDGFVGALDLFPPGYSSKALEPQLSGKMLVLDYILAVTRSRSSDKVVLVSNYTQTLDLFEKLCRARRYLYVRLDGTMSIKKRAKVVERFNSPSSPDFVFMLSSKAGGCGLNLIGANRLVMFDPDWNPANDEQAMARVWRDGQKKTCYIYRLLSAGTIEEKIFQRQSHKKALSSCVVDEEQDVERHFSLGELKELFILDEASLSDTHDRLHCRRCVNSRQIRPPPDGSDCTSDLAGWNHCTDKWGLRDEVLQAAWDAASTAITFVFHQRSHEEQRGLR
E-selectin induc = E-selectin induction in HUVECs, primary screen, imaging, HUVEC, immunofluorescence imaging, single point; hit rate 0.37% among 260,000; normalized: neutral wells 0, TNF-alpha wells 100; activation, % at 7.58 µM; P16581;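 active = mean E-selectin-positive cell signal at least 10% of the positive control, reached in at least 60% of replicates, without over 20% cell loss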;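 also: in these data hits start at about 27%; measured in HUVEC primary endothelial cells; signal is the percent of cells scored E-selectin positive by PE staining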
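Test system: HUVEC; input: 3,000 HUVEC/well; measured by: immunofluorescence imaging; read-out: % PE-positive cells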
ARNT-TACC3 inh = disruptors of ARNT/TACC3 protein interaction, primary screen, biochemical, AlphaScreen, single concentration; hit rate 0.66% among 390,000; Transforming acidic coiled-coil-containing protein 3 (Homo sapiens), Q9Y6A5; inhibition, % at 9.99 µM; AlphaScreen His-ARNT PAS-B/GST-TACC3 binding, luminescence; TACC3 fragment carries E629A point mutation; AID 623870, 2012;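 active = mean inhibition of replicates at least 50% and at least half of replicates each reaching 50%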;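 also: 0% = complete ARNT plus TACC3 wells and 100% = ARNT alone without TACC3; many hits fall short of the cut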
esBAF inh = Bmi1 luciferase reporter increase in mESCs, primary screen, esBAF inhibitor project, mouse ES cells, Bmi1 luciferase knock-in, single point; reporter increase, % at 12.5 µM; 24 h; 100% = twice the neutral-well signal; hit rate 2% among 350,000; in the data active = activation above about 40%;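 also: 0% = median of the plate's neutral control wells and 100% = double that signal; a rise in the Bmi1 reporter signal indicates esBAF inhibition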
PglD inh = C. jejuni PglD acetyltransferase inhibitors, primary screen, biochemical, DTNB colorimetric, single point | purified PglD enzyme, DTNB colorimetric CoA detection | inhibition, % at 12.5 µM | hit rate 0.098% among 360,000 | UDP-N-acetylbacillosamine N-acetyltransferase PglD (Campylobacter jejuni); in the data active = inhibition above about 16%, passing the limit was not always enough; also: strong numbers were not always called active
Numbers without * were called inactive; nt = not tested or not shown; & = joins results of further samples. Hits appear at their usual frequency; any-hit rate near 3.2%.

smiles	RAD52 anneal inh	ERp5 block	Casp6 inh	RAD54 inh	E-selectin induc	ARNT-TACC3 inh	esBAF inh	PglD inh
COc1cccc(-c2ccc(NC(=O)C3CCCN(Cc4ccco4)C3)cc2)c1 (centres undefined)	-47	0	3	3	nt	10	14	-5
CCN1[C@@H]2Cn3c(ccc(C4=CCCC4)c3=O)[C@H]1[C@@H](C(=O)NC1CCCC1)[C@@H]2CO	-37	1	0	-12	-1.7	1	-4	1
COc1ccc2c3c(n(C)c2c1)[C@@H](CO)N(C(=O)NC(C)C)CC31CCN(CC2CCCC2)CC1	-6	-7	-5	nt	-0.4	nt	nt	nt
O=C(CNC(=O)/C(=C\c1ccccc1)NC(=O)c1ccc(Br)cc1)OCc1ccccc1	nt	nt	nt	-1	nt	-2	1	0
Brc1ccccc1OCCCN1CCCCCC1	10	9	-56	nt	nt	-10	nt	nt
O=C1N(c2ccccc2)CCN1c1ccccc1	3	2	1	-6	nt	-2	-11	-7
CCCCN(C=O)c1c(CC)nc2ccc(C(=O)NCc3ccccc3OC)cn12	-13	1	-2	-18	0.0	nt	2	-3
CCc1cc2c3c([nH]c2cc1S(=O)(=O)NCCCOC)CC(C)(C)CC3=O	-17	1	-1	2	0.7	-1	5	10
CCC(=O)N(C)C[C@H]1Oc2cc(C#Cc3ccccn3)ccc2S(=O)(=O)N([C@H](C)CO)C[C@@H]1C	-33	6	0	-5	0.6	-8	4	-3
Cc1ccc(S(=O)(=O)N2CCOCC2)cc1NC(=O)COC(=O)c1cnccn1	-6	5	0	3	nt	0	-2	-5
COc1cccc(CNC(=O)C2CCCN(S(=O)(=O)c3c(C)n[nH]c3C)C2)c1 (centres undefined)	nt	nt	nt	3	nt	0	0	-1
COc1ccccc1NS(=O)(=O)c1cc(NC(=O)c2ccccc2F)ccc1N1CCOCC1	-12	-8	-6	1	-0.1	3	-1	-5
O=C(CSc1ccccc1)NCc1ccc(F)cc1	-9	-1	3	nt	-0.2	-1	nt	nt
O=C(COc1ccccc1)NCCSCc1ccccc1Cl	1	2	-1	6	nt	-5	27	1
CCOc1ccc(S(=O)(=O)NC2CCCCCC2)cc1	-10	0	-1	nt	nt	1	nt	nt
C[C@@H]1CCCCO[C@H](CN(C)S(=O)(=O)c2ccccc2)[C@H](C)CN([C@@H](C)CO)C(=O)c2cc(NS(=O)(=O)c3cn(C)cn3)ccc2O1	2	-1	0	-5	nt	0	6	2
O=C(NC(=O)c1cc(OCC(F)(F)F)ccc1OCC(F)(F)F)Nc1ccccc1	-12	1	-1	9	nt	-4	-2	-1
Nc1ncccc1C(=O)OCC(=O)N1CCN(S(=O)(=O)c2ccc(Cl)cc2)CC1	-37	-1	-3	13	0.1	-9	-6	-6
O=C(NNC(=S)Nc1ccccc1)c1ccc2ncccc2c1	-21	1	-1	nt	1.2	4	nt	nt
O=C(Nc1ccc2c(c1)[C@H]1C[C@H](CC(=O)N3CCCCC3)O[C@H](CO)[C@H]1O2)c1ccc2c(c1)OCO2	7	3	4	-3	0.1	1	2	1
O=C(NCCc1ccccc1)c1ccc(OCCOc2ccccc2)cc1	nt	nt	nt	3	nt	-3	2	0
CN(C)CCNc1oc(-c2cccc(Cl)c2)nc1C#N	nt	nt	nt	8	nt	-2	2	-6
COC(c1ccccc1)c1nnc(CCC(=O)NCCc2ccc(Cl)cc2)o1 (centres undefined)	-16	14	0	-14	nt	-5	4	1
O=S(=O)(NCCc1csc(-c2cccnc2)n1)c1cccc(F)c1	-1	-4	5	-5	0.4	12	4	-3
CC(=O)c1ccc(NC(=O)c2ccc(N3C(=O)c4cccnc4C3=O)cc2)cc1	-8	-10	0	3	0.0	1	19	5
Cc1ccc2[nH]c(=O)c(C(c3nnnn3C3CCCC3)N(Cc3cccnc3)Cc3ccco3)cc2c1 (centres undefined)	nt	nt	nt	-3	nt	9	5	3
Cc1occc1-c1nnc(SCC(=O)Nc2ccccc2)n1Cc1ccccc1	-25	-1	-1	-12	nt	-22	46*	-4
O=C(Nc1ccccc1NC(=O)c1ccccc1F)c1ccccc1F	-7	-7	-2	8	0.2	-2	3	6
CC(C)N(C(=O)COC(=O)c1cccc(S(=O)(=O)N2CC3(C)CC2CC(C)(C)C3)c1)C(C)C (centres undefined)	-18	9	1	0	0.6	7	-6	2
CCCCCc1c(-c2ccccc2F)ncn1CCc1ccccc1OC	25	2	1	nt	-0.2	nt	nt	nt
CCC1(c2ccccc2)NC(=O)N(CC(=O)NC2CCCC2)C1=O (centres undefined)	-4	-2	1	8	0.2	-1	nt	-1
COc1ccccc1CC(=O)N(Cc1ccccc1)c1cccc(C)c1	-7	3	4	-7	-0.2	-4	-1	4
Cc1cccc2cc3c(N)c(C(=O)N4CCc5ccccc54)sc3nc12	-30	5	2	-9	1.1	nt	3	-3
Cc1ccc(N2CCN(C(=S)c3ccc(-c4cccc([N+](=O)[O-])c4)o3)CC2)cc1	-3	3	2	8	0.5	-7	7	-6
O=C(Nc1nnc([C@H]2C[C@H](O)[C@@H](CO)O2)s1)Nc1cccc2c1CCCC2	-11	2	-2	-9	0.0	nt	8	0
N#CCCn1cc(/C=N/O)c(-c2ccc(F)cc2)n1	nt	nt	nt	2	nt	-3	-7	1
Cc1noc(C)c1S(=O)(=O)Nc1ccc2c(c1)CC(=O)N([C@@H](C)CO)C[C@@H](C)[C@@H](CN(C)S(C)(=O)=O)O2	nt	nt	nt	2	-9.6	-10	0	0
O=C(CSc1nc2ccc(Nc3nc(N4CCOCC4)nc(N4CCOCC4)n3)cc2s1)Nc1ccccc1Cl	-10	1	0	-27	0.0	-2	nt	3
CCOC(=O)N1CCN(C(=O)c2ccc(Cl)c(S(=O)(=O)N3CCOCC3)c2)CC1	nt	nt	nt	6	nt	2	0	-1
COc1ccc(S(=O)(=O)NCc2csc(-c3cccnc3)n2)cc1	-12	-1	2	3	2.8	0	2	9
C[C@@H]1CN([C@@H](C)CO)C(=O)c2cccc(NC(=O)NC3CCCCC3)c2O[C@H]1CN(C)S(=O)(=O)c1cccs1	-5	3	nt	-4	0.0	2	9	1
N#Cc1cccc(-c2ccc(C3[C@H]4CNC[C@@H]3N4Cc3ccc4c(c3)OCO4)cc2)c1 (some centres undefined)	4&44	-3&0	-6&1	nt	-0.6&0.0	nt	nt	nt
O=C(CNC(=O)c1cccc(F)c1)N/N=C/c1cc(Br)ccc1OC(=O)/C=C/c1ccco1	-33	2	3	nt	1.6	11	-19	nt
CN1CCN(c2ccc(NC(=O)COc3ccc(Cl)cc3Cl)cc2)CC1	nt	nt	nt	-15	nt	3	-17	7
CCN1[C@@H]2Cn3c(ccc(C4=CCCCC4)c3=O)[C@H]1[C@@H](C(=O)NC1Cc3ccccc3C1)[C@@H]2CO	-12	-3	2	nt	1.6	nt	nt	nt
CCOC(=O)C(C)(C)N(Cc1ccc(C)cc1)S(=O)(=O)c1ccc(Cl)c([N+](=O)[O-])c1	7	-5	0	nt	-0.4	-3	nt	nt
Cc1ccc(C(=O)CCC(=O)OCC(=O)Nc2cc(S(=O)(=O)N(C)C)ccc2C)cc1	-30	2	-7	-6	-0.1	nt	-5	-2
C[C@@H]1CN([C@@H](C)CO)C(=O)c2cc(C#CC3CC3)cnc2O[C@H]1CN(C)S(=O)(=O)c1cccc(F)c1	14	-2	2	5	-0.3	3	12	-2
COc1ccc(NC(=O)COc2ccccc2)cc1NC(=O)c1ccco1	-12	-1	-7	1	-0.1	0	-2	5
Cc1nn2c(c1-c1ccc(Cl)cc1)N=C(c1ccco1)CC2c1ccccc1 (centres undefined)	-34	3	2	-10	nt	12	-5	1
O=C(NCc1cccc(F)c1)[C@@H]1[C@@H](CO)[C@@H]2Cn3c(cccc3=O)[C@H]1N2	-15	8	0	4	0.0	33	2	4
O=C(NCc1cccnc1)C(=O)NCC(c1ccco1)N1CCN(c2ccc(F)cc2)CC1 (centres undefined)	nt	nt	nt	9	nt	-3	4	6
CC(=O)Nc1c(I)c(C(=O)N[C@H]2C(O)O[C@H](CO)[C@@H](O)[C@@H]2O)c(I)c(N(C)C(C)=O)c1I (some centres undefined)	-10	1	nt	-1	0.5	-1	7	-1
CCCC(=O)Nc1nnc(SCC(=O)N2CCN(c3ccccc3)CC2)s1	-16	1	2	-5	3.2	9	-9	0
Nc1nnc(SCC(=O)N2CCN(c3ccccc3)CC2)n1-c1ccccc1	nt	nt	nt	12	nt	22	-4	-10
CCc1ccccc1NC(=O)N1CCc2ccccc2C1	-17	3	2	-6	nt	-5	-3	1
CCOCCCN(C(=O)c1snc(C(N)=O)c1N)C(C(=O)NC1CCCC1)c1ccc(OC)cc1 (centres undefined)	-9	2	1	-4	nt	-3	-6	3
NC(Cc1ccc(C(F)(F)F)cc1)c1csc(NC(=O)Nc2ccccc2Cl)n1 (centres undefined)	-14	5	1	-12	1.5	nt	-2	-6
O=C(Nc1ccccc1F)C1CCN(C(=O)Cc2ccccc2)CC1	nt	nt	nt	3	nt	-6	-1	3
N#Cc1ccc(C23CC4(C2)[C@H](CN(CC2CCCCC2)[C@@H]4c2ccccc2)C3c2ccccc2)cc1 (some centres undefined)	-26	-1	1	0	1.0	-15	-1	-2

Looked up by structure from the list above:
smiles	RAD52 anneal inh	ERp5 block	Casp6 inh	RAD54 inh	E-selectin induc	ARNT-TACC3 inh	esBAF inh	PglD inh
O=C(Nc1ccccc1F)C1CCN(C(=O)Cc2ccccc2)CC1	nt	nt	nt	3	nt	-6	-1	3
O=C(NCc1cccc(F)c1)[C@@H]1[C@@H](CO)[C@@H]2Cn3c(cccc3=O)[C@H]1N2	-15	8	0	4	0.0	33	2	4

Continued.
smiles	RAD52 anneal inh	ERp5 block	Casp6 inh	RAD54 inh	E-selectin induc	ARNT-TACC3 inh	esBAF inh	PglD inh
Cc1noc(C)c1NC(=O)N(C)C[C@@H]1Oc2ccc(NC(=O)NC(C)C)cc2CC(=O)N([C@@H](C)CO)C[C@H]1C	13	8	0	6	nt	-8	0	2
COc1ccc2c3c(n(C)c2c1)[C@@H](CO)N(C(=O)c1ccc(F)cc1)CC31CN(C(=O)Nc2ccc(F)cc2)C1	-1	4	-1	nt	-0.1	nt	nt	nt
CCc1nn(CCCC(=O)N2CCN(c3ccc(OC)cc3)CC2)c(=O)c2cc3occc3n12	-9	1	2	nt	141*	-2	-11	nt
COc1ccccc1NC(=O)c1cc[n+](C)cc1	-4	2	-4	-8	nt	-2	-4	-2
CC(C)(C)c1ccc(Oc2ncccc2NC(=O)c2cccs2)cc1	-29	0	-6	0	0.6	-2	-6	5
COc1cc(C2NC(=O)N(C)C3=C2C(=O)CCC3)cc(OC)c1OC (centres undefined)	-7	5	0	0	nt	-2	-4	4
O=C(CN(C(=O)c1csnn1)c1cccc(C(F)(F)F)c1)NCc1ccc(F)cc1	-13	3	nt	-7	nt	nt	-5	-3
C[C@@H]1CCCCO[C@H](CN(C)C(=O)Cc2ccccc2)[C@H](C)CN([C@@H](C)CO)C(=O)c2cc(NS(=O)(=O)c3ccc(F)cc3)ccc2O1	nt	nt	nt	2	-0.1	-1	9	0
COc1ccc(-n2nc(C(=O)NCc3cc(OC)ccc3OC)c3c4ccccc4n(C)c3c2=O)cc1	-5	1	-2	nt	0.9	-5	-19	nt

Source: PubChem
